# Compound activity as filed in PubChem BioAssay.
# Tau FP inhib – inhibitors of human tau fibril formation; K18 P301L tau heparin fibrillization, Alexa594 FP, 6 h; P10636; 0.39% of 280,000 active; Potency, µM (top dose mostly 57.7 µM), for inactives: at the highest dose activity, negative = inhibition, usual class: inhibitors; note: % is set by controls: 0 for no effect and ±100 for the full control effect; nearly all actives have a fitted effect of over 55% in size
#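 K18 P301L tau (15 uM unlabeled/0.24 uM Alexa 594-labeled, final) + compound + heparin 20 uM final; 100 mM NaOAc pH 7; 6 hr 37 C; ThT 30 uM final added, 1 hr RT; FP ex 555/em 632 nm.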
# Tau fluor counter – counter-screen for tau fibril formation inhibitors; Potency, µM (top dose mostly 57.7 µM), for inactives: top-dose activity change, negative = decrease; tau K18 P301L Alexa594 fluorescence, heparin fibrillization; 0.93% of 280,000 active; note: % is set by controls: 0 for no effect and ±100 for the full control effect; nearly all actives have a fitted effect of over 55% in size
#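 Human K18 P301L tau (15 uM unlabeled plus 0.24 uM Alexa 594-labeled, final) in 100 mM sodium acetate pH 7 was mixed with compound and 20 uM heparin and incubated 6 hr at 37 C.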
# TexasRed fluor – counter-screen for TRb-SRC2 inhibitors: fluorescence interference. Potency, µM (series often up to 106 µM), inactives show at the top dose fluorescence change, negative = quenching. 0.29% of 280,000 active. TRb/SRC2 Texas Red total fluorescence interference; active = well fitted curve in either direction with a large enough effect; inconclusive = small, poorly fitted or top-dose-only effect; note: % is set by controls: 0 for no effect and ±100 for the full control effect
#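 Human TRβ ligand-binding domain (0.6 uM) and Texas Red SRC2 peptide (20 nM) in Tris buffer with 1 uM T3 and 5% DMSO were incubated with pinned compound for 5 hr at ambient temperature. Total fluorescence was computed as S + 2P (555/632 nm).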
# L3MBTL1 inh – blocks human L3MBTL1. Q9Y468. AlphaScreen L3MBTL1–H3K9me1 peptide binding. Potency, µM (doses to about 57.1 µM), for inactives: top-dose activity, negative = inhibition, most hits filed as inhibitors. 0.66% of 230,000 active; note: % is set by controls: 0 for no effect and ±100 for the full control effect; nearly all actives have a fitted effect of over 60% in size
#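 Displacement of a biotinylated histone H3(1-15) peptide monomethylated at Lys9 (75 nM) from L3MBTL1 (50 nM) was measured by AlphaScreen after a 30 min room-temperature compound incubation; cefsulodin titration served as intraplate control.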
# HTT ATP protect – cytoprotection in Huntington HTT-Q103 PC12 cell model | PC12 HTT-Q103 induced, cytoprotection, ATP luminescence, 40 h | Potency, µM (top dose mostly 56.4 µM), without a hit: cytoprotection (ATP increase), usual class: activators | 0.14% of 230,000 active | AID 1471;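 note: % of control where 0% means no effect; nearly all actives have a fitted effect of over 45% in size; toxic huntingtin expression switched on by the ecdysone agonist tebufenozide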
#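 ATP quantification (ATPlite) reports survival of PC12 cells in which tebufenozide, 100 nM final, switches on Htt exon 1 with 103 glutamines linked to GFP; compounds are titrated.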
# RECQ1 helicase – inhibitors of human RECQ1 DNA helicase; P46063; AID 2549; Potency, µM (doses to about 57.3 µM), without a hit: at the highest dose activity, negative = inhibition, most hits filed as inhibitors; RECQ1 DNA unwinding, red fluorescence kinetic read; 0.54% of 240,000 active;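 note: plate controls were vehicle for no effect and no enzyme for full effect; nearly all actives have a fitted effect of over 30% in size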
# Target sequence (P46063 whole entry, looked up): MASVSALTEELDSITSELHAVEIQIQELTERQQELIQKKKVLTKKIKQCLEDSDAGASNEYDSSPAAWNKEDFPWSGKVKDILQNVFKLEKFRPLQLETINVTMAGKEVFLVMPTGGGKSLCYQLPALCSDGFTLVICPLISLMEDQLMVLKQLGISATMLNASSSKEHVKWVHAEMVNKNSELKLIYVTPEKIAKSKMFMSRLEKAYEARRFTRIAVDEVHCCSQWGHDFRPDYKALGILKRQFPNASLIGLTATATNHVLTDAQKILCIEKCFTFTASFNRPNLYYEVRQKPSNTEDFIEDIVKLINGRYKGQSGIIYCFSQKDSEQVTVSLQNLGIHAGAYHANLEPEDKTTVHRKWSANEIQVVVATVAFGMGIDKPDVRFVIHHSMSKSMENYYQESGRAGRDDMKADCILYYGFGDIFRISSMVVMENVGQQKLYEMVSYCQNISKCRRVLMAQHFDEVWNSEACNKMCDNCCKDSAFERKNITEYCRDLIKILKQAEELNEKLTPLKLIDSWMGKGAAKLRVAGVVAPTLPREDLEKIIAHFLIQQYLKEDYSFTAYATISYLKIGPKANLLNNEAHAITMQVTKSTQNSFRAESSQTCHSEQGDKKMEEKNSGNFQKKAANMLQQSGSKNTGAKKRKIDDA
#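 RECQ1T1 50 nM; forked duplex (20 bp + 30-nt ss tails) 200 nM, ATP 2 mM final; pH 8.0, 2 mM MgCl2, 2.5 ug/ml poly(dI-dC); 15 min compound preincubation; discontinuous kinetic read over 2 h at RT.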
# TRb-SRC2 inh – TRbeta-SRC2 interaction inhibition; TRbeta-SRC2 peptide binding, fluorescence polarization; receptor liganded with 1 µM T3; AID 1469; 0.065% of 280,000 active; Potency, µM (highest dose often 106 µM), for inactives: top-dose activity change, negative = inhibition, most hits filed as inhibitors;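 note: plate controls were bound peptide for no effect and peptide without receptor for full effect; nearly all actives have a fitted effect of over 50% in size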
# Target sequence (P10828 whole entry, looked up): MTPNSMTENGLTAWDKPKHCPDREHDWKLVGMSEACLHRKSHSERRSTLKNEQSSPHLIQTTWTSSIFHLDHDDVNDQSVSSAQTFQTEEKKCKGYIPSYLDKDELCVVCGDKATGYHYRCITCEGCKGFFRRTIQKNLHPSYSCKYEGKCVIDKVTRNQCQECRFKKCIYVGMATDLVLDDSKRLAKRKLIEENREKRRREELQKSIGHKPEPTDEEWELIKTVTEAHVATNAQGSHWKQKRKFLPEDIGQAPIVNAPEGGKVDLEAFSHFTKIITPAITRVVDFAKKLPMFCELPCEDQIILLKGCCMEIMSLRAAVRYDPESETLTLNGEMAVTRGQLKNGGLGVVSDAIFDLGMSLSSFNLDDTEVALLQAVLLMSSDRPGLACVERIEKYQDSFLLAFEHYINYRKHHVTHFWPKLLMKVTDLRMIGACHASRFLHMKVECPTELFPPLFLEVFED
#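 Fluorescence polarization of 20 nM Texas Red SRC2 peptide (20-aa NR interaction domain) bound to 0.6 uM human TRb ligand-binding domain, with 1 uM T3, after 5 hr at ambient temperature; inhibition seen as decreased polarization.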
# Tau ThT inhib – tau fibrillization inhibition (ThT binding); P10636; recombinant tau K18 P301L, heparin-induced fibrillization, ThT fluorescence; Potency, µM (titrated, usually from 57.4 µM), without a hit: at the highest dose activity, negative = inhibition, most hits filed as inhibitors; 2.1% of 270,000 active; note: % is set by controls: 0 for no effect and ±100 for the full control effect; nearly all actives have a fitted effect of over 55% in size
#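 Using a mix of unlabeled (15 uM) and Alexa 594-labeled (0.24 uM) tau K18 P301L, heparin-triggered fibrillization over 6 hr at 37 C was scored by ThT fluorescence.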
# An asterisk follows results filed as active; i = inactive; u = inconclusive; x = not tested or not shown; & = joins results of further samples; [ ] = another dose, or the depositor's remark. Unless noted, calls come from the whole dose curve; as a rule, active = well fitted curve in the direction sought with a large enough effect; inconclusive = small, poorly fitted or top-dose-only effect, or another doubt; inactive = no such curve, though single readings can be large; an effect the other way counts as inactive or inconclusive. Potency is the fitted concentration of half-maximal effect. A portion of the library; count on the stated rates, not on these rows.
# Under each structure – TRb-SRC2 inh | Tau FP inhib | RECQ1 helicase | TexasRed fluor | Tau fluor counter | HTT ATP protect | L3MBTL1 inh | Tau ThT inhib
CCN(c1ccc(OC)cc1)S(=O)(=O)c1nnc(NC(=O)COc2ccc(F)cc2)s1
    -1.3% | -8.7% | x | -27.8% | -10.4% | x | x | -9.3%
CCOc1ccc(CNC(=O)c2cccn2-c2nnc(N3CCCCC3)s2)cc1OC
    6.7% | -0.6% | x | -2.1% | -8.2% | x | x | -15.1%
Clc1cccc(-c2ccc(C=Nc3ccc(N4CCOCC4)cc3)o2)c1Cl
    -12.7% | -24.0% | 3.8% | 3.0% | u | 20.2%[10 µM] | -28.9% | 12.6µM*
CCc1ccc(CNC(=O)c2ccc(NC(=O)N3CC(C)Sc4ccccc43)cc2)cc1 (configuration not stated)
    -2.5% | u | x | 1.1% | -21.0% | x | x | 8.3%
CCOC(=O)/C(C#N)=C\c1c(C)cc(C)c(COC(C)=O)c1C
    -6.7% | 5.3% | -8.9% | 0.5% | -1.5% | 1.6%[10 µM] | -2.6% | -9.0%
COc1ccc(-n2c(=O)cc(N3CCN(Cc4ccccc4)CC3)[nH]c2=O)cc1
    9.2% | -4.4% | -1.8% | -2.5% | -2.4% | 33.0%[10 µM] | -11.4% | -10.1%
CCn1c(CNC(=O)COc2ccc(C(C)C)cc2)nnc1SCC(=O)Nc1ccc(F)cc1
    -6.5% | -2.8% | -5.7% | -1.4% | -23.5% | -21.1% | x | -13.9%
Cc1ccccc1-n1c(=O)cc(NCc2ccc3c(c2)OCO3)[nH]c1=O
    8.7% | -5.0% | -8.1% | 0.2% | -7.5% | -11.2%[10 µM] | 31.3%[activator] | -8.5%
COc1ccc(-c2cc(C(=O)Nc3cc(C(F)(F)F)ccc3Cl)no2)cc1
    6.3% | -6.6% | x | -7.3% | -3.7% | x | x | -1.3%
CC1CCCCN1S(=O)(=O)c1ccc(C(=O)Nc2ccccc2-c2nc3ccccc3s2)cc1 (configuration not stated)
    1.5% | 7.4% | -4.8% | -1.5% | -0.2% | x | -14.7% | 10.0%
CN(CC(=O)Nc1ccc(F)c(Cl)c1)S(=O)(=O)c1cccc2nsnc12
    10.3% | -7.2% | -1.6% | -1.8% | -20.3% | -1.9%[1.9 µM] | -2.2% | -12.3%
Cc1ccc2nc(N(CCCN(C)C)C(=O)CCc3ccccc3)sc2c1
    -15.8% | u | -1.3% | -0.5% | -17.8% | 40.7%[10 µM] | -1.8% | u
O=C(Nc1ccc(-c2cn3c(n2)SCC3)cc1)c1ccco1
    2.7% | 8.8% | -2.3% | -1.6% | -3.0% | -1.4%[10 µM] | -3.8% | u
CN(C)c1c2ccccc2nc2c(F)c(F)c(F)c(F)c12
    5.5% | -8.7% | -11.7% | 0.6% | -14.8% | u | x | -15.7%
COCCNC(=O)CSc1nc2cc3c(cc2c(=O)n1Cc1ccc(C(=O)NCCc2ccc(OC)c(OC)c2)cc1)OCO3
    0.9% | 8.7% | x | -10.4% | u | x | x | u
Cc1ccc(C(=O)CSc2nc3ccccc3o2)cc1
    -4.0% | -2.5% | -8.2% | 0.7% | -22.1% | -7.9% | x | -17.3%
CCOC(=O)c1c(NC(NC(=O)C(C)C)C(Cl)(Cl)Cl)sc2c1CCC2 (configuration not stated)
    -2.0% | -0.1% | -15.3% | -2.3% | -17.2% | 13.3%[10 µM] | 4.6% | -14.8%
Cc1ccc2cc(CN(CCCN(C)C)C(=O)NCc3ccccc3)c(=O)[nH]c2c1C
    -0.8% | -1.7% | -1.8% | 2.8% | 5.1% | -25.5% | -6.1% | -3.3%
CCOC(=O)c1c(C)[nH]c(C(=O)COC(=O)CNC(=O)C2CCCCC2)c1C
    0.0% | -0.5% | i | 0.3% | -1.0% | 16.6% | x | -2.3%
Cc1ccc(N2C(=O)CC(Sc3nc4ccccc4o3)C2=O)cc1Cl (configuration not stated)
    -13.8% | -1.2% | -10.2% | -1.3% | -19.6% | -122.9%[inhibitor] | -4.6% | u
COc1cc2nc(Cl)nc(NCCO)c2cc1OC
    -0.2% | -5.2% | -1.1% | 0.9% | -17.6% | -4.8%[10 µM] | x | x
CCOC(=O)C(=O)Nc1nnc(COc2ccccc2)s1
    3.4% | -2.9% | -11.3% | 0.5% | -5.1% | -0.9%[10 µM] | 8.5% | -3.2%
Cc1occc1-c1nnc(SCC(=O)c2ccc3c(c2)OCCO3)n1CC1CCCO1 (configuration not stated)
    -5.3% | -7.0% | -4.8% | -5.0% | -18.9% | -5.8%[10 µM] | x | u
COc1cc(CCC(=O)NCc2ccc3c(c2)CCN3C(=O)c2ccccc2)cc(OC)c1OC
    -12.3% | -1.8% | x | u | 5.7% | x | x | 0.0%
O=C1CC(c2ccc(O)c(O)c2)Oc2cc(O)cc(O)c21 (configuration not stated)
    1.9%&-3.2% | -0.7%&2.8% | u | -1.1%&-4.2% | -21.0%&-15.5% | -182.1%[inhibitor] | x | u
CCSC1=N/C(=C\c2ccc(-c3ccccc3[N+](=O)[O-])o2)C(=O)S1
    u | u | 1.7% | u | u | -14.4% | -26.0% | 5.01µM*
C#Cc1cccc(NC(=O)CSc2nnc(-c3ccc(C(F)(F)F)cn3)o2)c1
    -0.3% | 0.8% | 20.7% | 0.1% | -11.3% | -4.0%[10 µM] | x | x
O=C(O)c1nnn(-c2ccc([N+](=O)[O-])cc2)c1-c1ccccc1
    4.3% | 6.6% | i | -3.3% | -9.7% | 12.7%[10 µM] | 6.3% | -6.2%
Cc1nc2c(-c3ccccc3)c[nH]n2c(=O)c1Cc1ccccc1
    -10.7% | 10.1% | -2.7% | 0.5% | -18.9% | -149.5%[inhibitor] | x | -22.4%
COc1ccc(C2=NN(c3nc4ccccc4s3)C(=O)C2)cc1
    0.0% | -10.2% | -17.7% | -8.3% | u | -7.0%[10 µM] | 3.0% | 10µM*

# Single entries from the results shown:
# Result for COCCNC(=O)CSc1nc2cc3c(cc2c(=O)n1Cc1ccc(C(=O)NCCc2ccc(OC)c(OC)c2)cc1)OCO3 under TexasRed fluor: -10.4%
# Result for O=C(Nc1ccc(-c2cn3c(n2)SCC3)cc1)c1ccco1 under Tau fluor counter: -3.0%

# The main list resumes with the 2 entries that preceded the break.
# Under each structure – TRb-SRC2 inh | Tau FP inhib | RECQ1 helicase | TexasRed fluor | Tau fluor counter | HTT ATP protect | L3MBTL1 inh | Tau ThT inhib
Cc1nc2c(-c3ccccc3)c[nH]n2c(=O)c1Cc1ccccc1
    -10.7% | 10.1% | -2.7% | 0.5% | -18.9% | -149.5%[inhibitor] | x | -22.4%
COc1ccc(C2=NN(c3nc4ccccc4s3)C(=O)C2)cc1
    0.0% | -10.2% | -17.7% | -8.3% | u | -7.0%[10 µM] | 3.0% | 10µM*
COc1cc(OC)c([N+](=O)[O-])cc1/C=N/NC(=O)c1ccncc1
    u | u | -11.2% | -19.3% | u | 5.1% | u | 25.1µM*
COc1ccc(CN2C(=O)c3ccccc3C(/C=N\OCc3ccc(F)cc3)C2=O)cc1 (configuration not stated)
    -3.7% | 8.2% | -11.1% | 0.5% | -20.6% | -12.2% | -3.6% | -6.0%
COc1ccc(C(=O)Nc2ccccc2C(=O)N/N=C/c2ccc(O)c(OC)c2)cc1
    4.4% | -10.4% | 4.0% | -0.3% | u | -129.0%[inhibitor] | -0.5% | u
CCOC(=O)c1cccc(NC(=O)Nc2cc(OC)ccc2OC)c1
    -6.1% | 8.8% | -7.6% | 0.9% | 4.2% | -9.3%[10 µM] | -11.7% | 5.1%
CCCCOc1ccc(C(=O)Nc2ccc(-c3cc4ccccc4oc3=O)cc2)cc1
    -4.4% | 4.2% | x | -2.2% | 8.6% | x | x | -8.1%
Cc1ccc(NC(=O)N2CCC(C(=O)NCC(C)C)CC2)cc1
    -7.7% | 3.9% | -8.5% | -3.3% | 6.3% | 3.3%[10 µM] | 3.5% | 3.9%
Cc1nnsc1-c1c(C(=O)N2CCOCC2)c(C)nn1-c1ccc(Cl)cc1
    -1.3% | 0.0% | -4.7% | -1.3% | -10.4% | 10.2%[10 µM] | -5.4% | -10.8%
COc1ccc(CC(=O)NCc2csc(-c3cccs3)n2)cc1OC
    3.8% | -7.7% | i | -1.0% | -15.8% | 1.9%[10 µM] | -1.2% | -15.0%
CC(=O)N1CCN(CCN(CC2C(C)C=C(C)CC2C)C(C)=O)CC1 (configuration not stated)
    0.9% | -1.5% | i | -7.9% | -5.6% | -11.6%[0.074 µM] | x | -10.1%
CCSC1(SCC)N=C(N)C2(C#N)C(c3ccccc3)NC(C)=CC12C#N (configuration not stated)
    -0.5% | -8.4% | i | -0.3% | -4.6% | 9.9% | -6.2% | -23.2%
O=C(CN1CCOCC1)NNC(=S)Nc1ccc(Cl)cc1
    -5.6% | -1.2% | 5.5% | -2.8% | 3.1% | x | -15.0% | 0.5%
Clc1ccc(COn2c(-c3ccccc3)nc3ccccc32)cc1
    -9.1% | -0.6% | i | -2.0% | -10.6% | 0.0% | 9.9% | u
O=C(Nc1nnc(-c2ccc3c(c2)CCCC3)o1)c1c(F)cccc1F
    -3.7% | -4.9% | 3.5% | -0.6% | -4.7% | -50.2%[inhibitor] | 34.8%[activator] | -12.5%
Cc1ccc(/C=C/C(=O)NC2CCS(=O)(=O)C2)cc1 (configuration not stated)
    -8.9% | -0.6% | -0.3% | 1.9% | 4.6% | -47.0%[inhibitor] | 5.9% | 6.0%
COc1ccc(OC)c(/C=C2\SC(=S)N(C(C(=O)O)c3ccccc3)C2=O)c1 (configuration not stated)
    1.7% | -11.5% | 0.5% | -1.3% | -15.4% | 8.9%[10 µM] | -23.1% | 15.8µM*
N#CC1=C(N)Oc2n[nH]c(-c3ccccc3)c2C1c1cccnc1 (configuration not stated)
    -1.9% | -11.1% | i | -1.2% | -14.5% | -7.3% | x | u
CC1CCN(C(=O)Cn2cc(SCC(=O)NCc3ccc(F)cc3)c3ccccc32)CC1
    -2.1% | u | x | 0.2% | -6.0% | x | x | 2.0%
